Screening results (PubChem BioAssay)
PfHsp40 yeast: compounds rescuing yeast from Plasmodium falciparum HSP40 toxicity | S. cerevisiae expressing PfHsp40, growth rescue, ATP luminescence | growth rescue, % at 12.5 µM | actives 0.68% (n = 340,000) | AID 504582; in the data active = growth rescue above about 28%, passing the limit was not always enough;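 note: yeast W303a lacking pdr1 and pdr3 grown in galactose medium; growth measured after three days at 30 °C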
SSB-PriA inh: blocks PriA binding to SSB C-terminal tail | AlphaScreen SSBct-PriA binding, biotinylated peptide | inhibition, % at 33 µM | actives 0.6% (n = 430,000) | AID 1272365; in the data active = inhibition mostly above about 37%, no sharp cut-off; inactive = mostly below about 20%;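 note: plate controls were negative control peptide for no effect and reference peptide for full effect; strong numbers were not always called active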
3CLpro inhibitor: SARS-CoV 3CLpro protease inhibition | P0C6X7 | recombinant SARS-CoV 3CLpro, quenched FRET peptide cleavage | inhibition, % at 6 µM | actives 0.14% (n = 290,000) | AID 1706; in the data active = inhibition above about 12%
TcdB GH inh: TcdB glycohydrolase inhibition | P18177 | TcdB glycohydrolase enzymatic assay, plate reader | inhibition, % at 9.99 µM | actives 0.24% (n = 350,000); in the data active = inhibition above about 10%
BoNT A protease: blocks Botulinum neurotoxin A light chain protease | multiplex microsphere protease substrate cleavage, flow cytometry | inhibition, % at 10 µM | actives 0.17% (n = 360,000) | AID 588499; note: plate controls were buffer without enzyme for full effect and enzyme alone for no effect
Anthrax LF prot: anthrax lethal factor protease inhibition; P15917; multiplex microsphere protease cleavage assay, LF; inhibition, % at 10 µM; actives 0.12% (n = 360,000); AID 588501; note: plate controls were buffer without enzyme for full effect and enzyme alone for no effect
Y pestis TopoI: Y. pestis Topo-I inhibition via cleavage products. Y. pestis Topo-I cleavage product accumulation, plate reader. activity, % at 10 µM. actives 0.064% (n = 360,000); in the data active = activity above about 50%, passing the limit was not always enough; note: inactives centre near 2
PrPC TRFRET: reduces human prion protein on the cell surface; cell surface PrPC, TR-FRET read-out; inhibition, % at 13.8 µM; actives 0.43% (n = 370,000); in the data active = inhibition above about 24%; note: 0% = median of the test wells and 100% = reference compound wells
Vc quorum ag: quorum light induction in luxS cqsA deficient V. cholerae; V. cholerae BH1578 lux reporter, luminescence, 6 h; activation, % at 18.7 µM; actives 0.16% (n = 350,000); AID 588436; in the data active = activation mostly above about 9.7%, no sharp cut-off; note: not every result past the cut was called active; inactives centre near 0; reference of the scale not given here
* hit, by the source's call; i = inactive; nt = no result given; & = joins results of further samples. Cut-off read from the data, not from the text of the source, unless noted: active = inhibition above about 30%; inconclusive = no clear call, values can overlap the other calls; inactive = below that. These rows are one share of the data, so the mix of outcomes need not match the whole.

Every second line gives: PfHsp40 yeast	SSB-PriA inh	3CLpro inhibitor	TcdB GH inh	BoNT A protease	Anthrax LF prot	Y pestis TopoI	PrPC TRFRET	Vc quorum ag
> O=C(CSc1ccccn1)Nc1ccc2[nH]c(=O)[nH]c2c1
 : 1.0	-6.7	nt	-1.7	0.1	-1.3	-0.8	7.7	-0.8
> COc1ccc(CC(=O)N2CCOCC2)cc1OC
 : -1.3	3.1	0.2	nt	0.4	-5.4	3.2	6.3	-0.4
> Cc1ccc(CNCC2CCCO2)o1 (stereo unspecified)
 : -0.1	-21.5	3.7	nt	-0.3	-1.2	6.1	-3.3	-0.4
> CC(C)(C)NC(=O)CN(C(=O)c1ccc(CN2CCOCC2)o1)c1ccc2c(c1)OCCO2
 : -0.8	-3.8	-3.6	nt	-0.1	-1.6	-7.9	-8.2	0.0
> CN1CCN(CCCCOc2ccc(Br)cc2)CC1
 : 0.2	-2.4	-2.9	0.0	0.0	2.5	-3.8	-6.5	-0.9
> COC(=O)CN1C(=O)[C@H]2[C@@H](c3ccc(C)o3)N3C(=O)CN(CCO)C(=O)[C@@]3(Cc3ccccc3)[C@H]2C1=O
 : -1.6	-1.8	-5.0	1.3	-0.5	-3.9	5.9	-2.2	-1.2
> CC1(Oc2ccc(CC#N)cc2)CCN(Cc2ccc(-n3ccnc3)cc2)C1 (stereo unspecified)
 : nt	nt	nt	0.0	0.0	-3.8	5.6	-1.6	-0.5
> Fc1ccc(COc2ccccc2C(=S)N2CCCC2)cc1
 : 1.6	5.4	-5.3	nt	-0.6	0.4	10.4	4.6	i
> O=C1c2ccccc2C(=O)N1CCCc1cn(C[C@H]2CC[C@@H]([C@@H]3CC[C@H](Cn4cc(CCCN5C(=O)c6ccccc6C5=O)nn4)O3)O2)nn1
 : -0.8	0.3	1.0	1.0	-0.2	-2.8	3.1	-3.2	i
> CN(C)/C=N/c1ncc(-c2ncc(C(F)(F)F)cc2Cl)cn1
 : -0.9	nt	-1.1	0.2	-0.9	1.2	6.8	6.0	-0.3
> C/C(=N\NS(C)(=O)=O)c1ccc(C)cc1
 : 0.0	nt	3.3	nt	0.5	-8.2	-0.5	-3.0	-16.7
> CCOC(=O)CC(=O)CSc1ncnc2c1nnn2-c1ccc(OC)cc1
 : -0.5	-5.0&0.2	0.1	0.1	-0.1	-3.2	-0.8	3.3	-3.6
> COc1ccc(S(=O)(=O)Nc2ccccc2C(=O)NC2CC2)cc1NC(C)=O
 : -0.8	-4.3	nt	-0.6	-0.3	1.5	-8.9	-2.8	-0.3
> Cc1onc(-c2ccccc2)c1C(=O)N/N=C/c1cc(Br)c(Br)o1
 : 5.4	nt	1.6	nt	0.5	0.6	1.8	-4.7	-0.7
> COc1ccc(-c2noc(CCCC(=O)NC3CCCC3)n2)cc1
 : -0.1	4.3	0.1	0.1	-0.8	-0.1	0.0	22.5	-0.1
> CCN(CC(=O)Nc1ccc2c(c1)OCCO2)C(=O)C(C)Oc1ccc(Cl)cc1 (stereo unspecified)
 : -1.2	-5.5	nt	0.6	-0.5	1.1	3.0	-4.1	i
> COC(=O)C1=C(c2ccc(F)cc2OCc2ccccc2)C[C@@H]2CC[C@H]1N2C(=O)NCCc1ccc(F)cc1
 : 7.9	-6.2	nt	-6.0	-0.5	3.5	1.5	13.9	-0.7
> O=C1C2C3C=CC(CC3)C2C(=O)N1c1ccc(F)cc1 (stereo unspecified)
 : -0.2	11.8	-3.9	-0.7	0.2	-3.4	0.8	-4.5	-0.7
> O=C(CSc1nnc(-c2cccc(S(=O)(=O)N3CCCC3)c2)n1-c1ccccc1)Nc1ccc(C(=O)O)cc1
 : 0.1	-24.7	1.7	0.0	-1.8	-9.2	2.3	6.1	i
> CCN(CC)c1ccc(C=C2C(=O)OC(C)(C(C)(C)C)OC2=O)cc1 (stereo unspecified)
 : -0.9	-15.7	nt	0.4	3.9	8.6	17.2	10.0	-1.0
> Cc1ccc(/C=N/N2CCN(c3ccncc3S(=O)(=O)N3CCCCC3)CC2)cc1
 : 0.3	nt	-4.0	nt	0.4	-1.1	-1.8	-0.4	0.8
> N#CCNC1CC(=O)N(c2ccccc2)C1=O (stereo unspecified)
 : -1.0	-4.3	-6.2	-0.4	1.2	-14.6	-1.8	-4.5	-0.3
> COC(=O)[C@]1(Cc2ccccc2)N[C@H](CN(C)C(=O)Nc2ccc(Cl)cc2)[C@@H]2C(=O)N(C)C(=O)[C@@H]21
 : 0.1	-3.1	nt	1.4	0.0	8.2	18.0	2.8	-1.0
> CCCNC(=S)N1CCC(C(=O)c2ccc(OC)cc2)CC1
 : -0.8	-3.9	4.9	nt	-0.6	0.3	-13.6	6.7	i
> Cc1nn(-c2ccccc2)c(C)c1NC(=O)COC(=O)/C=C/c1ccccc1
 : -0.4	-12.5	nt	1.5	2.7	0.9	4.4	-0.8	0.1
> O=C(c1ccco1)N1CCN(C(=S)Nc2ccc(F)cc2)CC1
 : -0.5	-4.4	-4.0	-1.5	-12.5	-2.7	-7.2	-1.1	i
> Cc1cc(C)cc(NC(=O)C2CCCN2S(=O)(=O)c2cccc3cccnc23)c1 (stereo unspecified)
 : 11.5	-12.4	2.2	0.8	-1.4	-0.8	13.2	0.3	-4.2
> O=C(Nc1ccc(F)cc1)C1CC2CCC1C2 (stereo unspecified)
 : -1.7	-13.4	-7.7	-1.3	-2.3	3.8	0.8	9.6	-0.6
> O=C(CSc1nc2ccccc2o1)N/N=C/c1ccccc1
 : 0.0	nt	3.6	nt	-0.3	-3.1	9.9	-2.2	i
> O=C(O)CCCCCCCCc1cn(CCc2c[nH]c3ccccc23)nn1
 : 0.2	-16.4	7.4	1.6	-0.7	1.4	-7.6	11.9	-1.3
> CC(Sc1nc2ncc(Cl)cc2[nH]1)C(=O)Nc1ccccc1[N+](=O)[O-] (stereo unspecified)
 : nt	nt	nt	-0.2	-0.1	6.0	2.1	0.8	-0.4
> Cc1cc(C)cc(N(CC(=O)NCc2cccnc2)S(C)(=O)=O)c1
 : -0.3	-22.9	2.0	0.8	0.2	-2.4	2.3	2.9	i
> CCN(CC)CCNC(=O)C(=O)NCC1OCCN1S(=O)(=O)c1ccc2c(c1)OCCO2 (stereo unspecified)
 : 9.4	1.2	1.6	nt	0.3	2.6	-2.3	-2.3	i
> CC1CCCC(C)N1C(=O)COC(=O)CCC1CCCC1 (stereo unspecified)
 : 1.8	-1.0	1.2	0.7	-2.3	0.3	4.2	5.0	-0.5
> Cc1cc(C(=O)CSc2nnc(-c3ccccc3)o2)c(C)n1CC1COc2ccccc2O1 (stereo unspecified)
 : -1.1	-17.1	-3.4	nt	-0.5	-5.0	6.4	0.2	i
> NS(=O)(=O)c1ccc(NS(=O)(=O)c2cccs2)cc1
 : 0.9	-4.2	-2.6	0.7	0.5	-2.1	3.9	-4.9	-8.3
> Cc1nc(-c2ccc(O)c(O)c2)cs1
 : 1.9	-9.6	0.9	nt	-1.0	0.1	-3.1	-3.2	1.8
> O=C(CSCC(=O)NN=Cc1ccccc1O)NN=Cc1ccccc1O
 : 0.3	1.9	nt	0.5	-0.6	3.7	-4.7	4.3	i
> Cc1[nH]nc(SCC(=O)N2CCOCC2)c1[N+](=O)[O-]
 : -0.5	-2.3	8.6	1.1	-0.6	-2.7	6.0	-4.3	i
> COc1ccc(C(=O)C2CCN(C(=O)c3ccc(C)cc3)CC2)cc1
 : 5.6	-0.5	2.7	nt	-0.7	5.3	21.9	0.0	i

Part of the list above, as comma-separated lines.
compound,PfHsp40 yeast,SSB-PriA inh,3CLpro inhibitor,TcdB GH inh,BoNT A protease,Anthrax LF prot,Y pestis TopoI,PrPC TRFRET,Vc quorum ag
Cc1cc(C(=O)CSc2nnc(-c3ccccc3)o2)c(C)n1CC1COc2ccccc2O1 (stereo unspecified),-1.1,-17.1,-3.4,nt,-0.5,-5.0,6.4,0.2,i
NS(=O)(=O)c1ccc(NS(=O)(=O)c2cccs2)cc1,0.9,-4.2,-2.6,0.7,0.5,-2.1,3.9,-4.9,-8.3

Remaining list, next part:
Every second line gives: PfHsp40 yeast	SSB-PriA inh	3CLpro inhibitor	TcdB GH inh	BoNT A protease	Anthrax LF prot	Y pestis TopoI	PrPC TRFRET	Vc quorum ag
> Cc1ccc(-n2nc3c(=O)n(CCCC(=O)NCC(C)c4ccccc4)nc(C)c3c2C)cc1 (stereo unspecified)
 : -0.9	-0.5	1.9	-0.1	1.8	-2.6	24.2	6.5	0.1
> CC(=O)Nc1ccc(NC(=O)c2c(C)nn(Cc3ccccc3)c2Cl)cc1
 : -0.6	-6.2	1.9	1.4	2.3	-10.2	-1.5	0.0	-3.3
> COc1ccc(N2CC(C(=O)Nc3ccc(S(=O)(=O)N4CCOCC4)cc3)CC2=O)cc1 (stereo unspecified)
 : -0.3	-4.8	1.8	-0.1	0.3	-0.8	1.9	4.7	-0.3
> Cn1c(-c2ccc(F)cc2)cnc1NCc1cccc(F)c1
 : -1.4	-1.5	5.5	nt	-0.4	-1.2	-4.4	3.7	-0.6
> CC1(C)CC(=O)C=C(Nc2ccccc2O)C1
 : 0.0	-12.8	-1.4	nt	-0.2	-2.7	-5.9	-2.7	nt
> COc1ccc2[nH]c(=O)c(CN(CCO)C(=O)NCc3ccccc3)cc2c1
 : -0.6	-18.2	-4.9	nt	-0.9	-6.7	7.7	-2.3	-3.6
> O=c1cc(Cn2nnc(-c3ccc(Cl)cc3)n2)nc2sccn12
 : 10.2	-10.3	1.1	nt	0.1	-11.9	7.8	8.5	-0.4
> CN1CCC(=NNC(=O)CN(c2cccc(Br)c2)S(C)(=O)=O)CC1
 : 1.2	-23.1	-4.6	-2.6	-0.3	-1.2	-3.5	7.6	0.0
> COc1ccc(CNC(=O)c2cccc(NC3=NC4CS(=O)(=O)CC4S3)c2)cc1 (stereo unspecified)
 : 0.7	-0.4	-3.7	1.0	-0.8	-8.2	-1.6	-7.8	0.7
> COc1ccc(C(=O)NNC(=O)CCC(=O)Nc2ccc(C)cc2C)cc1
 : 1.2	19.1	-3.0	1.7	-0.3	0.1	6.0	0.5	-0.5

Part of the list above, reduced to PfHsp40 yeast:
Structure | PfHsp40 yeast
CN1CCN(CCCCOc2ccc(Br)cc2)CC1 | 0.2
COc1ccc(N2CC(C(=O)Nc3ccc(S(=O)(=O)N4CCOCC4)cc3)CC2=O)cc1 (stereo unspecified) | -0.3
Cc1cc(C)cc(N(CC(=O)NCc2cccnc2)S(C)(=O)=O)c1 | -0.3
Fc1ccc(COc2ccccc2C(=S)N2CCCC2)cc1 | 1.6

Another view of part of the listing above:
smiles	PfHsp40 yeast	SSB-PriA inh	3CLpro inhibitor	TcdB GH inh	BoNT A protease	Anthrax LF prot	Y pestis TopoI	PrPC TRFRET	Vc quorum ag
CC(=O)Nc1ccc(NC(=O)c2c(C)nn(Cc3ccccc3)c2Cl)cc1	-0.6	-6.2	1.9	1.4	2.3	-10.2	-1.5	0.0	-3.3
COc1ccc(N2CC(C(=O)Nc3ccc(S(=O)(=O)N4CCOCC4)cc3)CC2=O)cc1 (stereo unspecified)	-0.3	-4.8	1.8	-0.1	0.3	-0.8	1.9	4.7	-0.3

More entries:
Every second line gives: PfHsp40 yeast	SSB-PriA inh	3CLpro inhibitor	TcdB GH inh	BoNT A protease	Anthrax LF prot	Y pestis TopoI	PrPC TRFRET	Vc quorum ag
> O=S(=O)(c1cccc(-c2nnc(SCc3nc4ccccc4s3)o2)c1)N1CCOCC1
 : 46.1*	-1.3	1.9	nt	4.6	2.0	49.6	-5.0	-6.2
> CCOc1ccc(Cc2nc(C)c(CC(=O)N3CCOCC3)c(=O)[nH]2)cc1
 : -1.2	-12.9	-4.1	nt	0.3	2.4	-7.4	9.4	0.8
> C=CCN(C(=O)C1CC(=O)N(C2CCCC2)C1)c1nc(-c2ccc(S(C)(=O)=O)cc2)cs1 (stereo unspecified)
 : 1.1	-14.2	nt	-0.1	-0.5	-5.5	20.6	5.4	-1.8
> Cc1cccc(-n2c(-c3ccoc3C)n[nH]c2=S)c1
 : -1.3	2.1	3.2	2.3	0.0	0.9	-3.4	7.4	-0.2
> Cc1cccc(C(=O)OC(C)C(=O)NC(=O)NC2CCCCC2)c1O (stereo unspecified)
 : 1.2	-13.2	nt	nt	2.4	-1.4	33.3	nt	-2.5
> COc1cc(NC(=O)C2=C(N3CCOCC3)/C(=C\c3ccc(N(C)C)cc3)CCC2)cc(OC)c1OC
 : -0.9	16.0	-2.1	nt	-0.9	-4.4	-5.7	-9.4	-0.4
